Bioassay records as filed in PubChem.
TIM10 inh: growth inhibitors of isogenic TIM10 control yeast, primary screen, counter-screen for tim10-1 yeast inhibitor project, luminescence, uHTS; S. cerevisiae TIM10 strain growth, BacTiter-Glo luminescence, 24 h; inhibition, % at 10 µM; 330,000 compounds, 1.4% hits; AID 463195, 2010;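 active means inhibition of 40% or more at the single tested concentration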;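 further: wild-type TIM10 isogenic control strain grown at permissive 25 °C; 0% = DMSO yeast wells and 100% = minimal medium wells without yeast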
UPR CHOP act: activators of apoptotic CHOP UPR arm, primary screen, cell-based, CHO-CHOP luciferase reporter, luminescence, uHTS; UPR activation; percent of tunicamycin response over DMSO baseline; activation, % at 10 µM; 330,000 compounds, 0.34% hits; AID 449763, 2010;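 active means at 10 µM dose, activation of 40% or more, normalized to positive control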;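 further: 100% = tunicamycin at 10 µg/mL and 0% = DMSO alone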
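Dosing – one dose, 10 µM in 0.5% DMSO · System – CHO-CHOP cells, stable luciferase reporter of PERK-eIF2a-CHOP signalling · Input – 500 cells/well · Control set – tunicamycin 10 µg/mL final as positive, DMSO-only wells as negative · Timing – 6 h compound treatment, 37 °C · Measure – % activation vs tunicamycin · Technique – luminescence read with Steady-Glo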
tim23-1 inh: growth inhibitors of tim23-1 mutant yeast, primary screen, luminescence, uHTS; AID 463212, 2010; 330,000 compounds, 1.3% hits; inhibition, % at 20 µM; S. cerevisiae tim23-1 growth, BacTiter-Glo luminescence, 24 h;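 active means growth inhibition of the mutant yeast at or above 50%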;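 further: temperature-sensitive mutant grown at 25 °C; plate controls were DMSO-treated mutant yeast for no effect and medium wells lacking yeast for full effect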
APJ antagonist: antagonists of human apelin receptor APJ, primary screen, CHO-K1 cells, beta-arrestin complementation, luminescence; AID 2521, 2010; 330,000 compounds, 0.32% hits; inhibition, % at 20 µM;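 active means inhibition above about 40% at 20 µM, limit read from the data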;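 further: cells challenged with 10 nM apelin-13 agonist together with compound; plate controls were apelin-13 plus DMSO wells for no effect and DMSO wells lacking apelin-13 for full effect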
Target sequence (P35414 whole entry, looked up): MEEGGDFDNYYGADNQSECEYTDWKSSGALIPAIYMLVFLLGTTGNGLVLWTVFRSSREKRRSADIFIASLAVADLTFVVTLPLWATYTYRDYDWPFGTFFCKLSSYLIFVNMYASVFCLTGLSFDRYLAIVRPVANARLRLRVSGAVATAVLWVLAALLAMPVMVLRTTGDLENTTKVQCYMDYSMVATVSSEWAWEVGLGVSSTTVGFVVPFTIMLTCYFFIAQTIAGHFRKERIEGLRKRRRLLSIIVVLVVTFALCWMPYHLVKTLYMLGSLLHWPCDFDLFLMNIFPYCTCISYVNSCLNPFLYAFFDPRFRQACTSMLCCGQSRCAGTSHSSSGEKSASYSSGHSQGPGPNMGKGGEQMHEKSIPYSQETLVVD
UPR XBP1 act: activators of adaptive XBP1 UPR arm, primary screen, cell-based, CHO-XBP1 luciferase reporter, luminescence, uHTS | IRE1-XBP1 UPR activation; percent of tunicamycin response, DMSO as zero | activation, % at 20 µM | 330,000 compounds, 0.33% hits;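 active means versus positive control, 20 µM dose yields 30% or more activation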;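 further: 100% = tunicamycin at 10 µg/mL and 0% = DMSO only wells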
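Material: CHO-XBP1 cells stably carrying IRE1-XBP1-driven luciferase reporter | Medium: F12 with 10% serum | Compound dosing: 20 µM single concentration, DMSO 1% | Incubation: Overnight seeding at 37 °C, 6 h compound treatment at 37 °C | Detection: Steady-Glo luminescence read | Read-out basis: % activation of reporter signal versus tunicamycin and DMSO controls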
Mdm2 MdmX PPI: inhibitors of human Mdm2-MdmX association, primary screen, cell-based, luminescence, split luciferase, SaOS-2, uHTS; Protein Mdm4 (Homo sapiens) + E3 ubiquitin-protein ligase Mdm2 (Homo sapiens), …; SaOS-2 split-luciferase Mdm2/MdmX complementation; inhibition, % at 8 µM; 330,000 compounds, 3% hits; AID 485346, 2010;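 active means inhibition of at least 50% at 8 µM in the primary screen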
tim10-1 inh: growth inhibitors of tim10-1 mutant yeast, primary screen, luminescence, uHTS | S. cerevisiae tim10-1 ts strain growth, BacTiter-Glo, 24 h | inhibition, % at 20 µM | 330,000 compounds, 2.2% hits;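 active means inhibition of at least 40%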;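 further: mutant grown at 25 °C; 0% = DMSO wells with yeast and 100% = wells holding no yeast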
APJ ag: agonists of human apelin receptor APJ, primary screen, CHO-K1 cells, PathHunter beta-arrestin, luminescence. P35414. activation, % at 20 µM. 0% DMSO wells, 100% apelin. 330,000 compounds, 0.11% hits;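 active means activation more than six SD over the plate average, tested at 20 µM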;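 further: 0% = DMSO alone and 100% = apelin-13 at 10 nM; some results filed as inactive read as strong as hits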
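Test system – PathHunter CHO-K1 APJ (AGTRL-1) beta-arrestin reporter cells · Input – 1000 cells/well · Compound – single test compound dose, 20 µM final, 1% DMSO · Times – compound stimulation 90 min at 25 °C, detection 60 min · Technique – beta-gal luminescence · Read-out basis – APJ–arrestin association signal · Control set – negative DMSO alone, positive Apelin-13 at 10 nM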
CXCR6 inh: CXCR6 receptor inhibitors, primary screen, cell-based, beta-arrestin, luminescence, CHO-K1 PathHunter, 1536-well | inhibition, % at 20 µM | 360,000 compounds, 0.36% hits | AID 602244, 2012; in the data active means inhibition above about 34%, passing the limit was not always enough;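 further: antagonist mode with CXCL16 agonist at 10 nM final; 0% = 10 nM CXCL16 with DMSO and 100% = unstimulated wells without agonist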
Target sequence (O00574 whole entry, looked up): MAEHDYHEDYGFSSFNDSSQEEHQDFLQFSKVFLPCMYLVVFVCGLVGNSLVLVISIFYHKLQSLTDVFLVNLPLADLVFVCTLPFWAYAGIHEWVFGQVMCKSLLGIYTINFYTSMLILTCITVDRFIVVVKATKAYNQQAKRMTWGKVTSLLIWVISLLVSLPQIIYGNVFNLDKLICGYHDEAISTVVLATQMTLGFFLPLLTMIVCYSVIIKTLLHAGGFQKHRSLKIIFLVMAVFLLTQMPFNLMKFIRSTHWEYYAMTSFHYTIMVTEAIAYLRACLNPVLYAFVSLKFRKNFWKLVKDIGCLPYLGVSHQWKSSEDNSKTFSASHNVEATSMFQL
The depositor's hits bear a star. These rows are one share of the data, so the mix of outcomes need not match the whole.

entry	canonical_smiles	TIM10 inh	UPR CHOP act	tim23-1 inh	APJ antagonist	UPR XBP1 act
1	Cc1ccc(S(=O)(=O)N2CCC(C(=O)NCCCOC(C)C)CC2)cc1	13.4	-1.1	16.9	15.4	-0.4
2	CS(=O)(=O)N1N=C(c2ccco2)CC1c1ccccc1 (configuration not stated)	-15.2	3.0	5.3	-5.1	-0.5
3	COC(=O)CN1C(=O)COc2ccc(S(=O)(=O)NCc3ccc(Cl)cc3)cc21	-6.4	1.2	-1.9	-9.9	-2.7
4	CCN1CCN(CC(=O)Nc2cc(S(=O)(=O)N3CCCCC3)ccc2Cl)CC1	2.7	-0.1	-2.8	-10.5	-0.7
5	CC(=O)c1nnn(-c2ccc([N+](=O)[O-])cc2)c1C	-4.4	-1.7	-0.2	-3.1	-1.8
6	CC1(C)CC2CC(C)(CN2S(=O)(=O)c2ccccc2[N+](=O)[O-])C1 (configuration not stated)	15.6	0.5	46.6	-2.7	2.7
7	O=C(CSc1ccc(-c2ccco2)nn1)N1CCCC1	-16.1	1.3	-5.2	-2.7	1.5
8	O=C(Oc1ccc2[nH]cc(CCN3C(=O)c4ccccc4C3=O)c2c1)c1ccco1	43.4*	2.0	30.3	6.1	1.6

entry	Mdm2 MdmX PPI	tim10-1 inh	APJ ag	CXCR6 inh
1	15.3	17.3	-4.9	-6.6
2	-3.0	7.3	-0.9	-4.3
3	4.0	-8.1	6.3	3.5
4	10.1	-11.3	-0.2	0.5
5	-19.4	10.2	0.4	-5.8
6	15.0	8.8	-2.9	-1.7
7	19.3	24.9	-1.7	-9.4
8	-5.1	31.3	-1.9	6.2

New compounds follow
entry	canonical_smiles	TIM10 inh	UPR CHOP act	tim23-1 inh	APJ antagonist	UPR XBP1 act
9	Cc1cccc(NC(=O)CSc2nnc(CCCCCNC(=O)OC(C)(C)C)o2)c1C	22.0	0.4	29.3	15.1	-0.8
10	Cn1c(SCC(=O)c2cc3ccccc3o2)nnc1-c1ccccc1	-2.9	1.0	17.1	14.0	2.9
11	O=C(CSc1nnc(CNC(=O)c2ccccc2F)o1)c1ccc(Cl)cc1	14.9	0.7	15.0	6.9	-2.5
12	CCn1c(COc2cccc(OC)c2)nnc1SCC(=O)N1CCOCC1	-8.7	-2.5	4.4	-16.3	-1.2
13	CSCCC1NC(=O)N(CC(=O)Nc2ccc(N3CCCCC3)cc2)C1=O (configuration not stated)	-10.9	-1.1	3.9	-1.2	-0.2
14	O=C(Nc1nc(-c2nc3ccccc3s2)cs1)c1ccc(S(=O)(=O)N2CCOCC2)cc1	-1.2	8.7	2.4	1.8	1.9
15	CC(=O)N1c2ccc(S(=O)(=O)N3CCCC(C(=O)NCc4ccccc4Cl)C3)cc2CC1C (configuration not stated)	5.4	2.4	8.4	24.7	-5.6
16	COC(=O)c1ccccc1NC=C1C(=O)OC2(CCCCC2)OC1=O	5.4	5.7	4.3	4.2	-2.5

entry	Mdm2 MdmX PPI	tim10-1 inh	APJ ag	CXCR6 inh
9	5.2	30.6	-0.8	-3.3
10	12.9	17.6	-2.4	-10.6
11	-2.6	21.8	-3.5	-10.9
12	-2.3	1.9	-3.9	-1.6
13	15.0	1.4	0.8	-3.0
14	17.9	-6.6	-4.1	1.8
15	23.4	16.7	-0.3	-20.1
16	21.8	30.5	-3.4	4.1

More compounds follow.
entry	canonical_smiles	TIM10 inh	UPR CHOP act	tim23-1 inh	APJ antagonist	UPR XBP1 act
17	COc1ccc2nc(C)cc(SCC(=O)N/N=C/c3ccc(O)cc3O)c2c1	12.0	-1.4	22.2	10.6	-3.8
18	O=C(/C=C/c1ccc([N+](=O)[O-])cc1)OCc1cnc(-c2ccccc2)o1	0.8	0.9	5.2	-25.4	2.1
19	Cc1cc(C)c2c(n1)SCC(=O)N2CC(=O)NCCC1=CCCCC1	6.5	0.4	-12.3	-5.3	-1.4
20	Cc1cccc(N2CCN(S(=O)(=O)c3ccc4c(c3)NC(=O)CS4)CC2)c1C	40.2*	-1.8	62.5*	-25.5	-5.0
21	Cc1ccc(-c2noc(=O)n2CC(=O)Nc2ccc(S(=O)(=O)NC3CC3)cc2)cc1	12.4	2.4	11.4	-11.6	-4.9
22	O=C(CCC1CCCC1)NNC(=O)c1ccccc1O	9.6	1.4	26.4	2.1	-1.4
23	CC(O)(CS(=O)(=O)Cc1ccccc1)c1ccccc1Cl (configuration not stated)	2.9	0.4	16.4	11.5	-2.3
24	CN(Cc1ccccc1)C(=O)CCNC(=O)Cn1cnc2ccccc2c1=O	-5.1	2.8	6.9	11.3	-0.6

entry	Mdm2 MdmX PPI	tim10-1 inh	APJ ag	CXCR6 inh
17	55.0*	15.3	-1.3	4.3
18	4.6	5.1	-4.4	-11.2
19	-9.6	-2.3	-2.8	-7.1
20	23.5	38.7	0.3	0.7
21	2.4	18.4	0.5	3.9
22	4.6	-0.9	1.2	3.2
23	10.0	14.4	-0.1	1.9
24	-8.8	12.6	-0.4	-9.5

More structures follow.
entry	canonical_smiles	TIM10 inh	UPR CHOP act	tim23-1 inh	APJ antagonist	UPR XBP1 act
25	COc1ccc(NC(=S)NC(=O)C2CCC2)cc1	-3.8	6.2	33.6	-3.9	0.7
26	COc1ccc(CCNS(=O)(=O)c2ccc3c(c2)NC(=O)C(C)S3)cc1OC (configuration not stated)	1.6	-1.0	11.6	-59.1	-4.0
27	CCCCOC(=O)c1cccc(NC(=O)CC)c1	24.5	-1.3	25.2	-2.6	2.0
28	COc1ccc(OC)c(CNC(=O)CCSCc2ccc(F)cc2Cl)c1	11.7	-0.6	20.8	8.1	-1.8
29	O=C1c2ccsc2SCCN1Cc1ccc(Cl)cc1Cl	-14.3	2.7	36.4	8.0	-3.6
30	CN(c1ccccc1)S(=O)(=O)c1cccc(C(=O)N2CCN(c3ccccn3)CC2)c1	-20.3	-2.6	1.5	-15.7	0.3
31	Cc1ccccc1NC(=O)CN1C(=O)NC2(CCCCC2)C1=O	3.4	-2.2	6.4	16.2	2.8
32	O=c1[nH]c2cc3c(cc2cc1CN(Cc1cccnc1)C(=S)NCc1ccco1)OCO3	3.4	1.0	8.6	14.7	-3.4

entry	Mdm2 MdmX PPI	tim10-1 inh	APJ ag	CXCR6 inh
25	11.9	9.5	-7.5	10.7
26	-14.0	8.6	1.4	-8.6
27	-6.4	21.9	-1.3	3.4
28	21.2	21.2	-3.3	2.8
29	8.3	10.6	-0.5	7.3
30	14.5	6.4	-4.4	-3.4
31	15.7	-3.1	-0.8	-6.4
32	3.7	7.3	-1.6	0.8

Continued:
entry	canonical_smiles	TIM10 inh	UPR CHOP act	tim23-1 inh	APJ antagonist	UPR XBP1 act
33	C/C(=N\Nc1nc(C)cc(-c2ccccc2)n1)c1ccc(O)cc1	25.8	3.7	50.1*	2.6	2.1
34	COCCCNC(=O)C1CCN(c2ncccn2)CC1	-2.9	1.8	3.2	-3.4	0.8
35	O=C(CSc1ccccc1Cl)N1CCOCC1	8.4	0.8	7.0	4.1	-3.9
36	COC(=O)c1ccc(NC(=O)Cn2nc(C)c3ccccc3c2=O)cc1	-18.4	-2.2	5.7	9.0	-5.1
37	CCC(=O)OCC(=O)Nc1cc([N+](=O)[O-])ccc1OC	13.3	0.5	-13.4	9.8	-0.1
38	Cc1cc([N+](=O)[O-])ccc1NC(=O)/C=C/c1cccs1	21.0	3.9	-0.6	9.6	3.1
39	Cc1cc(C(=O)NC2CCCc3c2cnn3-c2ccc(C(C)(C)C)cc2)nn1C (configuration not stated)	3.0	2.5	30.1	-43.2	0.1
40	COc1cccc(C(=O)NC2CCN(CC(=O)Nc3ccccc3Cl)CC2)c1	-9.8	-0.7	14.1	0.3	0.6

entry	Mdm2 MdmX PPI	tim10-1 inh	APJ ag	CXCR6 inh
33	26.0	30.4	0.6	5.5
34	-3.3	13.8	1.3	-4.0
35	-20.5	13.5	-1.0	1.0
36	13.4	-9.6	-3.1	3.5
37	-2.6	19.1	-3.6	-3.4
38	-41.4	18.3	0.2	-4.1
39	48.0	-18.6	20.1	-7.6
40	12.7	13.5	-1.8	6.4

(further entries)
entry	canonical_smiles	TIM10 inh	UPR CHOP act	tim23-1 inh	APJ antagonist	UPR XBP1 act
41	COc1ccc(CC(=O)NC(C)CCc2ccccc2)cc1OC (configuration not stated)	-1.2	1.2	11.5	0.1	0.6
42	N#CC1=C(N)Oc2n[nH]c(-c3cccs3)c2C1C1CCCCC1 (configuration not stated)	9.6	0.6	6.3	1.8	0.3
43	Cc1cccc(/C=N/n2c(C)cc(C)c(C#N)c2=O)c1	-9.7	-1.6	10.0	-4.8	-2.7
44	CSc1cccc(N2CC(C(=O)N3CCN(S(=O)(=O)c4ccccc4Cl)CC3)CC2=O)c1 (configuration not stated)	7.9	-0.2	19.2	-5.7	-1.1
45	CC(=O)NC(CC(=O)N1CCCC1)c1ccccc1 (configuration not stated)	-6.2	3.0	-2.0	-7.9	-3.3

entry	Mdm2 MdmX PPI	tim10-1 inh	APJ ag	CXCR6 inh
41	13.1	14.8	1.5	-6.7
42	36.4	10.8	3.6	-3.7
43	-14.6	7.5	-3.9	-0.6
44	-14.2	2.9	-1.6	0.1
45	15.6	-0.6	-3.0	-10.6

Numbers 36–42 of the list above:
entry	canonical_smiles	TIM10 inh	UPR CHOP act	tim23-1 inh	APJ antagonist	UPR XBP1 act
36	COC(=O)c1ccc(NC(=O)Cn2nc(C)c3ccccc3c2=O)cc1	-18.4	-2.2	5.7	9.0	-5.1
37	CCC(=O)OCC(=O)Nc1cc([N+](=O)[O-])ccc1OC	13.3	0.5	-13.4	9.8	-0.1
38	Cc1cc([N+](=O)[O-])ccc1NC(=O)/C=C/c1cccs1	21.0	3.9	-0.6	9.6	3.1
39	Cc1cc(C(=O)NC2CCCc3c2cnn3-c2ccc(C(C)(C)C)cc2)nn1C (configuration not stated)	3.0	2.5	30.1	-43.2	0.1
40	COc1cccc(C(=O)NC2CCN(CC(=O)Nc3ccccc3Cl)CC2)c1	-9.8	-0.7	14.1	0.3	0.6
41	COc1ccc(CC(=O)NC(C)CCc2ccccc2)cc1OC (configuration not stated)	-1.2	1.2	11.5	0.1	0.6
42	N#CC1=C(N)Oc2n[nH]c(-c3cccs3)c2C1C1CCCCC1 (configuration not stated)	9.6	0.6	6.3	1.8	0.3

entry	Mdm2 MdmX PPI	tim10-1 inh	APJ ag	CXCR6 inh
36	13.4	-9.6	-3.1	3.5
37	-2.6	19.1	-3.6	-3.4
38	-41.4	18.3	0.2	-4.1
39	48.0	-18.6	20.1	-7.6
40	12.7	13.5	-1.8	6.4
41	13.1	14.8	1.5	-6.7
42	36.4	10.8	3.6	-3.7
